# JMJD2C inh: inhibitors of GASC-1 histone demethylase, primary screen, biochemical, fluorescence, DELFIA europium. 330,000 compounds, 0.069% hits. inhibition, % at 2.35 µM. GST-JMJD2C(1-420) H3K9me3 demethylation;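 active = more than half of a compound's replicate wells show inhibition beyond 50%, single wells judged on their own value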;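 note: signal counts dimethyl H3K9 product captured on neutravidin plate; 0% = median of DMSO wells and 100% = 0.3 times that DMSO median; strong numbers were not always called active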
# Target sequence (Q9H3R0 1-420 limits assumed): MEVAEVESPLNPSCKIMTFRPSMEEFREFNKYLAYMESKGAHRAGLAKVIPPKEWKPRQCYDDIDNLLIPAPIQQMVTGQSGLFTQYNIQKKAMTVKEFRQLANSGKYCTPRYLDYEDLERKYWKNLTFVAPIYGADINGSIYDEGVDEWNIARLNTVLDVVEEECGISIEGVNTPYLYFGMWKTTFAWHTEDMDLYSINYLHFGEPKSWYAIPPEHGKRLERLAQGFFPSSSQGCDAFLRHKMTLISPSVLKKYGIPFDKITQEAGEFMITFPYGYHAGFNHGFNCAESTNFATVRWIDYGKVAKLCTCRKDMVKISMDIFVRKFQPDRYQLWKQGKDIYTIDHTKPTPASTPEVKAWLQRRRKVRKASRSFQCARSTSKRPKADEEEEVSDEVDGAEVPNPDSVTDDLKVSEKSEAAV
# Fh CTSL1 inh: Fasciola hepatica cathepsin L1 inhibitors, primary screen, counter-screen for PFM18AAP inhibitor project, biochemical, QFRET, fluorogenic peptide substrate | recombinant F. hepatica cathepsin L1, Z-Leu-Arg-MCA fluorescence | inhibition, % at 5.96 µM | 300,000 compounds, 0.49% hits;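 active = inhibition above the mean of all tested compounds plus 3 SD, set per screening campaign, cut at about 17% in these data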;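 note: 0% = plate median of test compound wells and 100% = 1 µM Z-Phe-Ala-diazomethylketone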
# TPT1 inhibitor: Candida albicans TPT1 enzyme inhibitors, primary screen, biochemical, fluorescence polarization; tRNA 2'-phosphotransferase TPT1 (Candida albicans SC5314); inhibition, % at 5 µM; 300,000 compounds, 0.81% hits; AID 1962, 2009; recombinant caTPT1, FP RNA substrate dephosphorylation;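 active = inhibition above the mean of all tested compounds plus 3 SD, set per screening campaign, cut at about 24% in these data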;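 note: plate controls were DMSO alone for no effect and ferristatin control at 100 nM for full effect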
# Efflux pump inh: inhibitors of Candida efflux pumps in yeast, primary screen, S. cerevisiae, Nile Red, multiplex; S. cerevisiae Candida pump triplex; inhibition, % at 10 µM; 330,000 compounds, 0.44% hits; AID 485275, 2010;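 active = plate passing quality check with inhibition over a set limit, or well fluorescence over plate mean plus 4 SD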;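 note: Nile Red retained in pooled yeast measured as flow cytometry median fluorescence; 0% = buffer negative control and 100% = Enniatin B positive control; higher means more Nile Red kept so more efflux inhibition; some compounds called inactive have numbers as strong as hits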
# LYPLA2 counter: LYPLA2 inhibitors, primary screen, counter-screen for PME1 inhibitor project, biochemical, fluorescence polarization, FP-Rh probe ABPP; inhibition, % at 5.9 µM; 320,000 compounds, 0.38% hits; Acyl-protein thioesterase 2 (Homo sapiens), O95372; recombinant LYPLA2;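 active = inhibition above the screen-wide mean plus 3 SD, limit set per campaign, cut at about 26% in these data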;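 note: 0% = LYPLA2 with DMSO and 100% = wells lacking LYPLA2 enzyme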
# Target sequence (O95372 whole entry, looked up): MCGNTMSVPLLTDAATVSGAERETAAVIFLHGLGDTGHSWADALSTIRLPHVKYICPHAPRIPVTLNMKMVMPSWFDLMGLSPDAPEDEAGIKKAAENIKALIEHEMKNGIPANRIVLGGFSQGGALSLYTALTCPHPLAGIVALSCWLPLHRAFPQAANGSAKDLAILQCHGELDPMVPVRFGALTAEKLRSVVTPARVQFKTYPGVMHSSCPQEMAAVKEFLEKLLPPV
# core dimer inh: inhibitors of HCV core protein dimerization, primary screen, biochemical, TR-FRET, high-throughput | TR-FRET GST/Flag-core106 dimerization, 1536-well | inhibition, % at 5 µM | 300,000 compounds, 0.33% hits;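 active = inhibition above the mean of all tested compounds plus 3 SD, set per screening campaign, cut at about 45% in these data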
#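 Assay system: tagged HCV core106 pair (GST and Flag); medium: KF-containing HEPES buffer, pH 7.45, DTT, CHAPS, BSA; also added: Eu donor and XL665 acceptor anti-tag antibodies; dosing: 5 µM single dose; timing: compound-protein-antibody incubation 4 h at 22.5 °C; signal: TR-FRET 671 and 617 nm emission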
# PREPL inh: PREPL enzyme inhibitors, primary screen, biochemical, fluorescence polarization | Prolyl endopeptidase-like (Homo sapiens), Q4J6C6 | recombinant PREPL, fluorescence polarization activity-based probe | 320,000 compounds, 0.68% hits | inhibition, % at 5.96 µM; in the data active = inhibition above about 43%;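 note: 0% = enzyme with DMSO and 100% = wells lacking enzyme; many of its hits are not listed in these tables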
# PP1 inh: PP1-alpha phosphatase inhibitors, primary screen, counter-screen for PP5 inhibitor project, biochemical, fluorescence, OMFP substrate, single point. Serine/threonine-protein phosphatase PP1-alpha catalytic subunit (Homo sapiens), P62136. inhibition, % at 6.7 µM. 320,000 compounds, 0.9% hits. purified PP1alpha. AID 2235, 2010;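 active = inhibition above the mean inhibition of all tested compounds plus 3 SD, computed separately for each screening campaign, cut at about 15% in these data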
# Target sequence (P62136 whole entry, looked up): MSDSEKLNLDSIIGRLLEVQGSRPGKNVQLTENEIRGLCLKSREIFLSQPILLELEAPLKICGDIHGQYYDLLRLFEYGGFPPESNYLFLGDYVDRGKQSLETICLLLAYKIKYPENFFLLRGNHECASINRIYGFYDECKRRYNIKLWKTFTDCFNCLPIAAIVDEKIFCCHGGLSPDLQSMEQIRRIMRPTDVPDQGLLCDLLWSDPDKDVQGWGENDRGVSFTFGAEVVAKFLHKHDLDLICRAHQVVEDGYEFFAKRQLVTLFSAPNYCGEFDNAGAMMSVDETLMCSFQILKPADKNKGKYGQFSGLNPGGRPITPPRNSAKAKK
# PP5 inh: PP5 phosphatase inhibitors, primary screen, biochemical, fluorescence; purified PP5c, OMFP substrate fluorescence; inhibition, % at 6.7 µM; 320,000 compounds, 0.18% hits; AID 1987, 2009;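 active = inhibition above the campaign's mean inhibition across all tested compounds plus 3 SD, cut at about 9.5% in these data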;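 note: 0% = DMSO only and 100% = 100 µM cantharidin control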
# * = called active by the depositor; · = no result given.
No.	molecule	JMJD2C inh	Fh CTSL1 inh	TPT1 inhibitor	Efflux pump inh	LYPLA2 counter
1	O=C(N=Nc1c(O)n(Cc2ccccc2)c2ccccc12)c1cc2ccccc2cc1O	0	2	2	-0.1	0
2	CCO[C@H]1OC(C(=O)NCc2nc3ccccc3[nH]2)=C[C@@H](C)[C@@H]1CCCO	17	-2	-2	-0.1	0
3	O=C(CC1C(=O)NCCN1CC(c1ccccc1)c1ccccc1)NCCc1cn[nH]c1 (stereo not given)	-33	-2	-9	0.0	10
4	COc1ccc(S(=O)(=O)N2CCN(C(=O)c3oc4ccccc4c3C)CC2)cc1	27	0	-3	0.1	0
5	O=C(NCC1CCCN(C(=O)Cc2ccccc2Cl)C1)c1ccc(F)cc1 (stereo not given)	-5	5	3	-0.3	-10
6	COc1cc(NC(=O)CN2C(=O)c3ccccc3S2(=O)=O)cc(OC)c1	1	·	·	-0.1	13
7	c1nc(N2CCCC2)c2[nH]cnc2n1	-6	1	0	0.0	-3
8	O=C(O)c1ccc(/C=N/NC(=O)c2ccc(Br)cc2)cc1	-3	4	-2	-0.1	4
9	COc1cc(CCC(=O)OCC(=O)NCc2ccccc2)cc(OC)c1OC	3	-7	-2	0.1	6
10	Cc1cccc(/C(N)=N/OC(=O)c2ccoc2C)c1	-1	-2	1	0.2	-6

No.	core dimer inh	PREPL inh	PP1 inh	PP5 inh
1	23	3	7	-1.1
2	-3	-1	0	2.1
3	0	-1	-5	0.8
4	16	-6	-2	2.8
5	-7	25	4	-4.6
6	·	1	-4	0.3
7	3	1	2	0.4
8	-12	-3	-3	0.9
9	10	-2	-9	0.4
10	-19	-8	-9	0.5

# (cont.)
No.	molecule	JMJD2C inh	Fh CTSL1 inh	TPT1 inhibitor	Efflux pump inh	LYPLA2 counter
11	CCCc1[nH]n(-c2nc3ccccc3s2)c(=O)c1C=NCC1CCCO1 (stereo not given)	4	-4	-5	0.0	5
12	OC(CNCCCCNCC(O)C(F)(F)F)C(F)(F)F (stereo not given)	-2	3	3	0.1	1
13	CC(=O)Nc1ccc(S(=O)(=O)N2CCC(c3nc4ccccc4[nH]3)CC2)cc1	-10	1	-4	-0.1	-4
14	Cc1cc(=S)n(-c2ccccc2)n1C	2	0	1	0.0	0
15	CCCCNCCOCCSc1ccc(Cl)cc1	-1	0	-1	0.0	1
16	Cc1cc(C)n2nc(C(=O)Nc3ccc(S(=O)(=O)N4CCCC4)cc3)nc2n1	3	1	-2	0.0	5
17	COc1ccc(OC)c(CNS(=O)(=O)c2cn(C)cn2)c1	140	0	4	0.3	-3
18	O=C(Nc1nc(-c2ccccc2)c(-c2ccccc2)o1)c1ccc(F)cc1	14	1	5	0.3	-18
19	O=C(CCCc1ccccc1)Nc1ccnn1C1CCN(Cc2ccc(Cl)cc2)CC1	3	3	0	-0.2	1
20	CCOC(=O)N1CCC(N2C(=O)c3ccccc3C2Nc2cc(C)cc(C)c2)CC1 (stereo not given)	86	6	-1	0.2	2

No.	core dimer inh	PREPL inh	PP1 inh	PP5 inh
11	0	-5	2	0.6
12	-5	4	-5	-3.2
13	-1	4	-1	1.8
14	-7	20	-1	3.7
15	-2	17	-1	-0.3
16	0	7	0	0.8
17	-7	23	0	0.8
18	16	-2	5	-1.4
19	2	15	-4	1.2
20	3	8	-3	0.9

# Further structures
No.	molecule	JMJD2C inh	Fh CTSL1 inh	TPT1 inhibitor	Efflux pump inh	LYPLA2 counter
21	CCOC(=O)Cn1cnc2c(nnn2-c2ccc(F)cc2)c1=O	9	1	-2	-0.1	10
22	Cc1ccc(C)c(OCc2cc(C(=O)N3CCN(c4ccccc4C)CC3C)no2)c1 (stereo not given)	-3	1	1	0.2	0
23	Cc1cc(OCC(=O)N(C(C)C)C(C)C)cc(C)c1Br	-4	1	-5	-1.1	9
24	COc1ccc(-c2ccc(C(=S)N3CCN(C(C)=O)CC3)o2)cc1	-7	0	1	0.1	-4
25	CCN(c1ccccc1)S(=O)(=O)c1ccc(C(=O)NCCCN2CCOCC2)cc1	0	·	·	-0.1	4
26	COc1ccccc1/C=C/C(=O)N1CCOCC1	2	2	1	0.0	-4
27	O=C(C1=C[C@@H](c2ccc3c(c2)OCO3)C[C@@H](OCCCCO)O1)N1CCOCC1	-2	-1	0	-0.1	-7
28	O=[N+]([O-])c1cccnc1Sc1ccc(Cl)cc1	15	3	1	0.6	7
29	O=C(c1nc2ccc(Cl)cn2c1CNCCn1ccnc1)N1CCCCCCC1	-17	3	5	0.7	-3
30	CCOC(=O)C1C(=O)NC(c2ccccc2)=NC1c1ccc(F)cc1 (stereo not given)	4	-4	-8	-0.1	-5

No.	core dimer inh	PREPL inh	PP1 inh	PP5 inh
21	-20	6	3	3.8
22	7	-6	1	-1.4
23	-4	27	1	1.7
24	7	0	-4	1.8
25	·	0	-6	-2.2
26	-6	13	1	0.9
27	0	19	-3	0.9
28	1	4	-2	3.6
29	-1	9	-7	3.4
30	-7	-15	0	3.1

# Going on with the list:
No.	molecule	JMJD2C inh	Fh CTSL1 inh	TPT1 inhibitor	Efflux pump inh	LYPLA2 counter
31	CCn1c(=NC(=O)CSC(C)=O)sc2cc(OC)ccc21	-4	-18	2	0.0	4
32	Cc1cc(NO)c(C(C)C)cc1N=O	10	-2	-1	-0.2	-6
33	COc1ccc(N/C=C2\C(=O)CCc3c2oc2cc(Cl)c(O)c(Cl)c32)cc1	23	-3	14	0.2	-1
34	COc1ccc([N+](=O)[O-])c(S(=O)(=O)c2ccccc2)n1	-2	0	-1	0.0	2
35	COc1cccc(CNCc2ccc(OC)cc2OC)c1	-12	4	-2	-0.2	3
36	O=C(NS(=O)(=O)Nc1ccc(Br)cn1)c1c[nH]c2ccccc12	-4	4	-4	0.3	2
37	CN(C)c1ccc(/C=C(\NC(=O)c2ccccc2)C(=O)N/N=C/c2ccc(C(=O)O)cc2)cc1	-3	3	33*	-0.1	-2
38	O=C(N/N=C/c1ccc(N2CCOCC2)cc1)c1ccccc1NS(=O)(=O)c1cccs1	47	2	-2	-0.2	2
39	CCOc1ccc(NC2OC(C)C(O)C(O)C2O)c([N+](=O)[O-])c1 (stereo not given)	1	-2	-2	0.0	1
40	C#Cc1ccc(CN2CCN(Cc3ccsc3)C(CCO)C2)cc1 (stereo not given)	-4	2	-4	0.0	-1

No.	core dimer inh	PREPL inh	PP1 inh	PP5 inh
31	11	-7	2	2.4
32	-4	-15	0	0.9
33	5	36	-3	0.7
34	0	13	-1	1.0
35	-12	5	2	1.4
36	-4	1	-2	0.1
37	-20	5	1	-0.1
38	4	2	-3	0.9
39	-6	-5	0	2.5
40	2	11	-2	-0.1

# Structural class: the compounds so far with an aryl thioether with sulfur outside any ring (2)
No.	molecule	JMJD2C inh	Fh CTSL1 inh	TPT1 inhibitor	Efflux pump inh	LYPLA2 counter
15	CCCCNCCOCCSc1ccc(Cl)cc1	-1	0	-1	0.0	1
28	O=[N+]([O-])c1cccnc1Sc1ccc(Cl)cc1	15	3	1	0.6	7

No.	core dimer inh	PREPL inh	PP1 inh	PP5 inh
15	-2	17	-1	-0.3
28	1	4	-2	3.6

# Carrying on.
No.	molecule	JMJD2C inh	Fh CTSL1 inh	TPT1 inhibitor	Efflux pump inh	LYPLA2 counter
41	O=C(CC1C(=O)NCCN1C(=O)Nc1ccccc1)Nc1cccc(Cl)c1 (stereo not given)	-23	4	0	0.4	-13
42	O=C(CSc1ccc2nnc(-c3ccc(F)cc3)n2n1)N1CCCc2ccccc21	1	-3	2	0.2	-2
43	CCOc1ccc(C2=CSC3=NCCN23)cc1[N+](=O)[O-]	-4	9	-6	0.1	-1
44	CCc1nc(C)cn1S(=O)(=O)c1cc(Br)c(C)cc1OC	-4	1	-1	0.5	10
45	O=C(NCc1ccco1)c1cc2cc(Br)ccc2o1	1	2	4	0.1	2
46	O=S(=O)(Nc1nc2ccccc2nc1NCC1CCCO1)c1cccs1 (stereo not given)	7	5	4	0.2	-2
47	O=C(NCc1ccco1)C1CCN(c2nc3ccccc3n2Cc2ccccc2F)CC1	0	4	1	0.1	4
48	Cc1ccc(-n2nc(C(=O)O)c3ccccc3c2=O)cc1C	2	-2	0	-0.1	-3
49	O=C(COc1ccccc1)NCC(=O)N1CCCC1	11	2	0	-0.3	6
50	COc1ccccc1-c1nnc2sc(COc3ccc(F)cc3)nn12	-2	-1	0	0.1	3

No.	core dimer inh	PREPL inh	PP1 inh	PP5 inh
41	2	-8	-5	0.2
42	4	8	4	1.6
43	11	15	7	-0.8
44	-8	15	0	4.8
45	10	-2	-3	-3.2
46	-3	15	-8	0.2
47	-2	15	1	2.2
48	2	-3	-1	-0.3
49	-15	21	-4	1.8
50	11	20	-3	2.0

# Additional records follow.
No.	molecule	JMJD2C inh	Fh CTSL1 inh	TPT1 inhibitor	Efflux pump inh	LYPLA2 counter
51	C=CCn1c(CSc2nc3ccccc3s2)nnc1SCC(=O)NCc1cccnc1	-39	-4	-1	0.0	4
52	O=C(C1=C(O)C(=O)N(c2ncccn2)C1c1cccs1)c1ccco1 (stereo not given)	·	-4	-10	0.1	3
53	N#Cc1ccc(S(=O)(=O)Nc2ccc3ccccc3n2)cc1	7	1	1	0.1	6
54	O=C(CN1C(=O)/C(=C\c2cccc(Cl)c2)Oc2ccccc21)N1CCN(c2ccccn2)CC1	4	5	-3	-0.3	0
55	CCCCCN(C(=O)COC(=O)COc1c(C)cc(C)cc1C)c1c(N)n(CCCC)c(=O)[nH]c1=O	-2	-3	0	0.0	2
56	Cc1ccc(NC2=C(N3CCCCC3)C(=O)c3ccccc3C2=O)cc1	-1	34*	1	0.1	5
57	CC(=O)Nc1cccc(-c2nc3ccccc3o2)c1	3	-1	-6	0.1	-2
58	CCC(C)NC(=O)CN(c1ccc(OC)cc1)S(=O)(=O)c1ccccc1 (stereo not given)	6	-4	-4	0.0	3
59	CCOC(=O)c1ccc(Nc2nc(C(=O)OCC)nc3ccccc23)cc1	4	-1	-6	0.1	-26
60	C=CCOC(=O)CC(NC(=O)c1ccccc1)c1ccccc1 (stereo not given)	8	-2	2	-0.1	-2

No.	core dimer inh	PREPL inh	PP1 inh	PP5 inh
51	0	-30	-2	-0.5
52	10	-7	4	0.8
53	-2	9	-4	-1.0
54	0	-5	-1	0.2
55	-1	15	10	2.8
56	9	16	5	8.9
57	-6	-16	-1	0.4
58	-4	-6	-1	-0.5
59	11	-15	-1	5.7
60	-5	1	0	-2.1

# Source: PubChem BioAssay (several laboratories)

# Not all compounds are listed. The share of hits here may be higher or lower than overall.
